iPSC survival up: enhancers of human iPSC single-cell survival; hiPSC single-cell survival, ATPlite luminescence; 100% = ROCK inhibitor wells, 0% = DMSO; survival enhancement, % at 20 µM; 0.044% of 360,000 active; AID 602274; in the data active means survival enhancement above about 18%;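 further: cells exposed to compounds for 16 hours before the ATP read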
HIF-2a block: HIF-2a inhibition; 786-0 RCC cells HIF-2a reporter, luciferase luminescence, overnight; inhibition, % at 18.8 µM; 0.72% of 360,000 active; AID 624352;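 active means inhibition of the luminescence signal of 40% or more relative to plate controls, in a single-dose primary screen at 18.75 µM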
Vif imaging: HIV Vif inhibition; HEK293T cells, Vif self-association by quenched fluorescence, imaging, 24 h; inhibition, % at 7.49 µM; 0.35% of 340,000 active; AID 602346; in the data active means inhibition above about 50%, passing the limit was not always enough; inconclusive means no clear call, values can overlap the other calls; inactive means below about 31%; further: some results filed as inactive read as strong as hits
PDI inh: blocks human protein disulfide isomerase activity; P07237; PDI insulin aggregation turbidity, A650, 90 min; inhibition, % at 10 µM; 0.052% of 350,000 active;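 active means mean inhibition across replicates of 30% or more, whatever share of single replicates reach that level; inconclusive means mean inhibition below 30% while every single replicate reaches 30%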;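 further: absorbance from insulin aggregation driven by PDI reduction with DTT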
Target sequence (P07237 whole entry, looked up): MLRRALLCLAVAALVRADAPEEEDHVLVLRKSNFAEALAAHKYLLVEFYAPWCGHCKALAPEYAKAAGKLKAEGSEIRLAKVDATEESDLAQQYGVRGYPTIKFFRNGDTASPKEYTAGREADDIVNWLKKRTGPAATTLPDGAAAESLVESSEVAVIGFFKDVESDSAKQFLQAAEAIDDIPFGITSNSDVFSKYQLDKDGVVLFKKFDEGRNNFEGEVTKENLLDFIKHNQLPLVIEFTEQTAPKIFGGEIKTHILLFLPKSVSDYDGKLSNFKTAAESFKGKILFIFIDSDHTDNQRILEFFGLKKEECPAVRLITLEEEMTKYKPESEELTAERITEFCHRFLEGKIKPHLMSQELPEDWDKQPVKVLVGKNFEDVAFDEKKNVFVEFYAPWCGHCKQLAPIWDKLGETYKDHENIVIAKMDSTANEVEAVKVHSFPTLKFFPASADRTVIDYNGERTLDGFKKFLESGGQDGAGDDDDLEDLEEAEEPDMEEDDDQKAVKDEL
CaV13 FRET inh: Primary screen for inhibitors of IQ motif and Ca2+-dependent inactivation inhibitor domain binding in CACNA1D, Förster resonance energy transfer in living cells, …; 0.098% of 340,000 active; HEK cells, CFP/YFP FRET ICDI-IQ, plate reader, 10 min; percent FRET-ratio fall versus neutral wells; inhibition, % at 12.3 µM;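 active means mean replicate inhibition of at least 30% and at least 1% of replicates passing that level; inconclusive means only one of the two criteria is met; inactive means neither criterion is met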;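 further: 0% = median of the neutral control wells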
Exocytosis inh: lytic granule exocytosis inhibition; inhibition, % at 10 µM; 0.66% of 360,000 active; TALL-104 LAMP-1 surface exposure, flow cytometry; cells stimulated with thapsigargin and PMA;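 active means inhibition above about 55%, limit read from the data; inconclusive means no clear call, values can overlap the other calls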
Peg3 prom inh: inhibitors of Peg3 promoter. HeLa PEG-Prom luciferase reporter, luminescence, overnight. inhibition, % at 20 µM. 1.7% of 360,000 active;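 active means inhibition of at least 50% at 20 µM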
NR2E3 ag-1: agonists of human nuclear receptor NR2E3. Q9Y5X4. GST-NR2E3/biotin-RetCOR TR-FRET, 1536-well. inhibition of corepressor binding, % at 4.78 µM. 0.12% of 320,000 active. AID 2300;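 active means percent inhibition above the cutoff of mean plus 3 SD of all tested compounds, set per screening campaign, cut at about 20% in these data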;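 further: 0% = DMSO wells and 100% = biotin wells as full block of FRET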
Target sequence (Q9Y5X4 whole entry, looked up): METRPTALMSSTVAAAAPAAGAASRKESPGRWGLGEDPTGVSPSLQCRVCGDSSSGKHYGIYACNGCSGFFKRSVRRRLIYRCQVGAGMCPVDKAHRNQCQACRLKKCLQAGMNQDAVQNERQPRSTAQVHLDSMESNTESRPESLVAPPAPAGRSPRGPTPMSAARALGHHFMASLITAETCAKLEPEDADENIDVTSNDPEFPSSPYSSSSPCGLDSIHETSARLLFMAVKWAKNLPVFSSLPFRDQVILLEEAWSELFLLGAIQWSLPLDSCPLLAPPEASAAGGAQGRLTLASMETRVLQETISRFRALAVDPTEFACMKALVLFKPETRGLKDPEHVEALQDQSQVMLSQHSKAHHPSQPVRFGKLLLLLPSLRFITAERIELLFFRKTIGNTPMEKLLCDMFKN
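Material: NR2E3–RetCOR corepressor complex / Incubation: Compound–protein incubation for 5 h at 4 °C / Dosing: compound at 4.8 µM, single dose / Detection: time-resolved FRET / Benchmarks: high control biotin, low control 0.6% DMSO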
NR2E3 ag-2: activates human NR2E3 receptor; Q9Y5X4; CHO-S Gal4-NCOR/VP16-NR2E3 two-hybrid, luciferase; inhibition of corepressor binding, % at 3.98 µM; 0.35% of 360,000 active; AID 602229;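 active means inhibition above the mean of all tested compounds plus 3 SD, cut at about 70% in these data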;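 further: 0% = DMSO with NR2E3 transfected cells and 100% = cells lacking NR2E3 construct; higher means lower luciferase signal from less NR2E3 corepressor binding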
TRPM1 prom inh: MITF TRPM1 promoter inhibition in SK-MEL-5 cells. SK-MEL-5 TRPM1 promoter luciferase, 24 h. 0.83% of 330,000 active. inhibition, % at 12.5 µM;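 active means mean inhibition across replicates of 60% or more, whatever share of single replicates reaches that level; inconclusive means some that reach 60%, reason not given; inactive means mean inhibition across replicates below 60%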; further: values of inactives mirror those of a sister screen read the other way
aDG glyco act: alpha-DG glycosylation activation. Pro5-aDG cells, alpha-DG glycosylation AlphaScreen (IIH6); 0% Pro5, 100% B10-LARGE cell signal. activation, % at 10 µM. 0.22% of 360,000 active;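 active means activation of at least 8% versus controls, or a plate z-score of at least 8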;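 further: Pro5 are CHO cells carrying HIG-tagged alpha-DG that lacks glycosylation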
* hit, by the source's call; ? = inconclusive; / = not tested or not shown; & = joins results of further samples; ! = not active in a repeat. Rows are unselected, and some 3.5% of all compounds hit somewhere here.

canonical_smiles	iPSC survival up	HIF-2a block	Vif imaging	PDI inh	CaV13 FRET inh	Exocytosis inh	Peg3 prom inh	NR2E3 ag-1	NR2E3 ag-2	TRPM1 prom inh	aDG glyco act
O=C(O)COc1ccccc1C=NNC(=O)c1ccccc1NS(=O)(=O)c1cccs1	0.0	16	14	3	-5	-12	15	/	-26	-8	0.0
Cc1cc(SCCOc2ccc(Br)cc2)nc(N)n1	1.9	-70	20	-3	-2	43	-51	1	-40	-26	0.7
CCn1c(SCc2cccc(OC)c2)nc2ccccc2c1=O	-0.2	7	9	1	-4	34	37	1	4	7	0.1
CC(C)CC(=O)Nc1cc2nn(-c3ccccc3)nc2cc1Cl	-1.2	-136	-1	12	-5	-1	-217	0	-25	-32	-0.1
Cc1ccc(NC(=O)c2ccc(S(=O)(=O)N3CCOCC3)cc2)cc1	-0.4	-80	?	9	-2	-24	-46	-1	-13	-29	-0.1
O=C(CCN1CCN(C/C=C/c2ccccc2)CC1)Nc1ccccc1F	-0.5	14	-4	-7	-15	5	3	2	-10	-16	0.5
COc1cccc(/C=N\NC(=O)c2ccc(Cn3cc(Br)c([N+](=O)[O-])n3)o2)c1O	-0.4	-80	2	1	-6	-1	34	3	-5	49	0.7
CCOC(=O)c1ccc(COC(=O)CNS(=O)(=O)c2ccccc2)cc1	5.3	-3	10	-8	2	-9	3	3	-19	-5	-0.3
CC1CCCN(c2nc3c(c(=O)[nH]c(=O)n3C)n2CCCc2ccccc2)C1 (stereo unspecified)	-0.4	12	-1	3	-7	0	13	2	-6	-9	0.0
Cc1ccc(S(=O)(=O)CCN2C=CC(C(F)(F)F)=NCC2)cc1	0.2	18	/	4	-5	-9	0	-2	-7	1	-0.2

Another view of eight compounds above:
Results follow in this order: iPSC survival up, HIF-2a block, Vif imaging, PDI inh, CaV13 FRET inh, Exocytosis inh, Peg3 prom inh, NR2E3 ag-1, NR2E3 ag-2, TRPM1 prom inh, aDG glyco act
- O=C(O)COc1ccccc1C=NNC(=O)c1ccccc1NS(=O)(=O)c1cccs1
    0.0, 16, 14, 3, -5, -12, 15, /, -26, -8, 0.0
- Cc1cc(SCCOc2ccc(Br)cc2)nc(N)n1
    1.9, -70, 20, -3, -2, 43, -51, 1, -40, -26, 0.7
- CCn1c(SCc2cccc(OC)c2)nc2ccccc2c1=O
    -0.2, 7, 9, 1, -4, 34, 37, 1, 4, 7, 0.1
- CC(C)CC(=O)Nc1cc2nn(-c3ccccc3)nc2cc1Cl
    -1.2, -136, -1, 12, -5, -1, -217, 0, -25, -32, -0.1
- Cc1ccc(NC(=O)c2ccc(S(=O)(=O)N3CCOCC3)cc2)cc1
    -0.4, -80, ?, 9, -2, -24, -46, -1, -13, -29, -0.1
- O=C(CCN1CCN(C/C=C/c2ccccc2)CC1)Nc1ccccc1F
    -0.5, 14, -4, -7, -15, 5, 3, 2, -10, -16, 0.5
- COc1cccc(/C=N\NC(=O)c2ccc(Cn3cc(Br)c([N+](=O)[O-])n3)o2)c1O
    -0.4, -80, 2, 1, -6, -1, 34, 3, -5, 49, 0.7
- CCOC(=O)c1ccc(COC(=O)CNS(=O)(=O)c2ccccc2)cc1
    5.3, -3, 10, -8, 2, -9, 3, 3, -19, -5, -0.3

More compounds
canonical_smiles	iPSC survival up	HIF-2a block	Vif imaging	PDI inh	CaV13 FRET inh	Exocytosis inh	Peg3 prom inh	NR2E3 ag-1	NR2E3 ag-2	TRPM1 prom inh	aDG glyco act
COc1ccc(NC(=O)CCn2c(=O)c3cccn3c3ccccc32)cc1	0.2	13	6	-9	-2	-1	-4	0	-5	2	2.8
Fc1ccc(CN2CCN(c3ncccn3)CC2)cc1	6.6	9	11	1	-2	-4	-8	1	-5	-7	0.2
Cc1noc(C)c1C(=O)Nc1ccccc1-c1ccccc1	0.0	0	-3	2	-10	-1	-4	0	-4	-4	0.0
Cc1ccc2c(c1)CCCN2C(=O)c1ccncc1	4.7	-22	-1	-9	-7	-3	10	3	-2	3	0.4
COc1cc(Nc2nc3ccc(Cl)cc3n3cnnc23)cc(OC)c1OC	1.6	-2	-11	3	-2	-4	20	3	-21	/	-0.3
Oc1cc(OCc2ccccc2)ccc1-c1[nH]ncc1-c1ccccc1	0.0	57*	-1	-5	-6	100*	18	2	-16	4	-0.1
CCOC(=O)C1=C(CSc2nc(CC)c(C)cc2C#N)OC(N)=C(C#N)C1c1ccc(OC)cc1 (stereo unspecified)	0.3	-22	6	1	/	1	2	-3	-45	4	0.2
CCN(CC)S(=O)(=O)c1ccc2nc(CSc3nnnn3-c3ccc(O)cc3)[nH]c2c1	-1.2	21	-10	27	-4	-2	25	1	-7	5	-0.3
COC(=O)NNC(=O)C(C)Oc1ccc(Cl)cc1Cl (stereo unspecified)	5.1	-5	-7	-1	-5	3	14	-1	4	-5	-0.2
COc1ccc(C(=O)/C=C/c2ccc(-c3ccccc3)cc2)cc1CSCC(=O)O	-0.6	68*	-3	4	-6	-4	99*	/	-16	-6	0.1
CCN(CC)c1ccc2cc(C(N)=O)c(=N)oc2c1	0.0	-105	18	-8	4	-5	-114	-2	-58	-12	-0.6
Cc1cccn(Cc2c(Cl)cccc2Cl)c1=O	0.5	19	-4	-8	8	12	12	-3	-13	/	0.0
CSCC[C@H](NC(=O)CC(C)(C)C)c1nc2ccccc2[nH]1	-2.7	-6	/	13	-9	-1	14	-2	-17	10	-0.2
Cc1ccc(S(=O)(=O)CCC#N)cc1	-0.1	8	-1	8	-2	-2	11	3	13	-2	-0.1
CN(C(=O)CSc1cccc[n+]1[O-])C1CCCCC1	-0.6	-4	?	7	-3	2	-1	/	-2	-3	-0.1
NC(=O)c1ccccc1N/C=C/C(=O)c1ccc(Cl)cc1	-5.6	-68	0	-6	-4	-2	-116	-1	-119	-12	0.0
COc1ccc(C)cc1S(=O)(=O)N(C)CC(=O)NCc1ccco1	4.8	13	-7	21	-2	2	4	0	-16	-15	0.3
COc1cc(C(c2nnnn2C2CCCC2)N2CCN(C(=O)c3ccco3)CC2)cc(OC)c1OC (stereo unspecified)	-0.5	16	-2	-1	-4	-3	12	-5	-26	6	0.1
COc1ccc(/C=C(\NC(=O)c2ccco2)C(=O)Nc2ccc(C(C)=O)cc2)cc1	0.0	12	/	-8	/	15	10	/	4	-7	-0.3
O=C(O)c1cccc(N/N=C/c2ccc(OC(F)(F)F)cc2)c1	-0.2	17	2	3	-5	9	14	-2	-240	74*	0.0
Cc1cccc(C(=O)Nc2cc(S(=O)(=O)N3CCOCC3)ccc2N2CCCCC2)c1	3.4	4	-5	1	-2	7	12	-2	-31	/	-0.2
COc1ccc(Cn2nnnc2C(c2cc3cccc(C)c3[nH]c2=O)N2CCOCC2)cc1 (stereo unspecified)	2.0	15	-15	2	-3	-1	3	1	-33	2	0.0
O=C(Nc1ccc(S(=O)(=O)NC2CCCC2)cc1)c1cnccn1	6.2	18	-6	7	-4	0	17	1	22	3	0.1
CC1(C)C(C=C(Cl)Cl)C1C(=O)N(Cc1ccccc1Cl)C1CCS(=O)(=O)C1 (stereo unspecified)	2.3	22	-8	-3	-1	-2	20	0	-16	6	0.4
Cc1ccsc1/C=N/NC(=O)c1ccc2c(c1)OCCO2	-0.5	-77	-4	-2	-4	-2	-41	-1	-133	3	0.1
ON(CCc1ccccn1)CCc1ccccn1	-1.8	-33	20	-3	/	14	-37	/	-2	15	0.1
COc1ccccc1NC(=O)c1cc2c(=O)n(C)c3ccccc3c2n1C	-0.3	-39	16	-8	-6	6	2	-2	-3	-11	-0.1
CN1CCN(Cc2nc3ccccc3c(=O)n2Cc2nc(-c3ccc4ccccc4c3)cs2)CC1	-3.3&-3.6	62*	-2&5	44*!	-7&-3	65*!	105*	-2	1&-10	88*	-0.6&-0.4
COc1ccc(C2/C(=C(\O)c3ccc4c(c3)OCCO4)C(=O)C(=O)N2c2nc(C)c(C(C)=O)s2)cc1 (stereo unspecified)	-0.2	-110	11	0	-14	-5	-18	0	-2	-4	-0.2
O=C(Nc1cnn(Cc2ccccc2)c1)c1cc2nc(-c3ccco3)cc(C(F)(F)F)n2n1	-1.1	-14	-12	-8	/	96*	-12	-1	3	-8	0.2
Cc1nc2cc3sc(C)nc3cc2s1	0.5	-43	4	-1	-3	6	-61	2	-3	-14	0.1
CC1(C)CNC(=O)CC(C)(C)N1O	1.1	8	42	-2	-5	0	10	1	15	5	0.0
O=C(Nc1ccccc1)c1ccc(S(=O)(=O)N2CCOCC2)cc1	0.1	-54	-27	3	-5	-2	-23	-2	0	-16	-0.2
Cc1cccc(NS(=O)(=O)c2cccc(C(=O)N3CCCC(C(F)(F)F)C3)c2)c1 (stereo unspecified)	-0.3	12	-10	-4	-2	13	15	-3	24	12	0.1
N#CC1=C(N)Oc2n[nH]c(-c3cccs3)c2C1c1ccncc1 (stereo unspecified)	0.4	10	-2	-1	4	-3	9	1	1	5	-0.2
CCN=C1S/C(=C/c2ccc(-c3ccc(F)cc3)o2)C(=O)N1CC	-0.4	-39	-3	-9	-4	17	-22	-2	5	-6	-0.2
O=C(C1CCCCC1)N1CCC2CC1c1cc(N3CCCCC3)ccc12 (stereo unspecified)	-1.7	4	/	-4	-2	0	-5	/	-29	/	0.3
CCC(=O)N1CCC1(C)C(=O)NCc1ccccc1SC (stereo unspecified)	-0.1	1	2	15	-5	2	-2	/	18	/	0.3
CCOC(=O)c1cnc(SCC(=O)Nc2nc(C)c(C)s2)nc1N	1.1	4	-1	-8	-4	-1	-9	-3	5	5	0.2
Cc1ccccc1C(=O)Nc1ccnn1C1CCN(Cc2ccc(CO)o2)CC1	-0.5	6	18	-3	-2	0	0	2	3	-4	-0.1
COc1ccc(-c2n[nH]c(=S)n2Cc2ccccc2)cc1	-0.5	11	5	-4	-20	3	8	2	-5	-2	-0.1
O=C(COC(=O)c1ccccc1NCCO)Nc1cc(C(F)(F)F)ccc1N1CCOCC1	-0.4	10	-3	-2	/	27	14	2	12	-11	0.6
CCCS(=O)(=O)NC(=O)C1(C)CCCN(C(=O)COc2ccc(Cl)cc2Cl)C1 (stereo unspecified)	-1.7	1	-1	7	-6	5	1	/	-3	/	0.2
CCc1cc(CNC(=O)C2CCC(=O)N(Cc3ccccc3F)C2)on1 (stereo unspecified)	3.9	0	/	2	-12	-2	-17	/	-7	/	-0.4

Screens: PubChem, several laboratories
